High-throughput results (PubChem)
Yeast growth inh: chemicals that inhibit yeast BB579 growth in restrictive medium (lifespan-shortening candidates). S. cerevisiae BB579 growth, OD615, 48 h. inhibition, % at 10 µM. 140,000 compounds, 0.51% hits;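 active = inhibition above a set limit, 3 SD over the mean compound inhibition, cut at about 44% in these data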; also: inactives centre near -24
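Material: Saccharomyces cerevisiae DeaD strain BB579, replicative lifespan model yeast; buffer or medium: CSMM-D restrictive synthetic medium containing dextrose (glucose); compound: 10 µM single dose, DMSO 0.25%; timing: 48 h compound exposure at 30 °C after 4 h preincubation; signal: turbidity as optical density at 615 nm; benchmarks: positive control amphotericin B 10 µg/mL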
HCT116 bCat-KO: beta-catenin-lacking colon tumor cell growth suppression; HCT116 beta-catenin knockout viability, CellTiter-Glo, 60 h; stronger effect = lower value; viability, % at 10 µM; 140,000 compounds, 1.5% hits; AID 818;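 active = viability at or under a set limit, the compound median less 4 SD, cut at about 6% in these data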;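 also: 0% = Hyamine 1622 control at 20 µM and 100% = untreated cell control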
Phagocytosis inh: blocks phagocytosis by macrophages; J774A.1 macrophage IgG-bead phagocytosis, imaging; 110,000 compounds, 0.07% hits; AID 1029; inhibition, % at 5 µM;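 active = inhibition above the mean of the plate negative controls plus 5 SD, cut at about 13% in these data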;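 also: phagocytic index as fraction of beads internalized from green versus red external bead signal; plate controls were DMSO negative control for no effect and cytochalasin-D positive control for full effect; some results beyond the cut were filed as inactive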
HCT116 PTEN-null: growth suppressors of cells with PTEN tumor suppressor deletion; HCT116 PTEN-null viability, CellTiter-Glo, 60 h; stronger effect = lower value; viability, % at 10 µM; 140,000 compounds, 1.2% hits; AID 827;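 active = viability at or below a set limit, 4 SD under the median of all tested compounds, cut at about 3.7% in these data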;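 also: PTEN knockout HCT116 line with beta catenin targeted HCT116 as companion control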
NPY Y2 blocker: blocks the human neuropeptide Y Y2 receptor; NPY-Y2 expressing cells, antagonist mode; 140,000 compounds, 0.99% hits; P49146; inhibition, % at 2.7 µM; in the data active = inhibition above about 17%;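 also: 0% = vehicle with agonist challenge and 100% = reference antagonist with challenge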
Target sequence (P49146 whole entry, looked up): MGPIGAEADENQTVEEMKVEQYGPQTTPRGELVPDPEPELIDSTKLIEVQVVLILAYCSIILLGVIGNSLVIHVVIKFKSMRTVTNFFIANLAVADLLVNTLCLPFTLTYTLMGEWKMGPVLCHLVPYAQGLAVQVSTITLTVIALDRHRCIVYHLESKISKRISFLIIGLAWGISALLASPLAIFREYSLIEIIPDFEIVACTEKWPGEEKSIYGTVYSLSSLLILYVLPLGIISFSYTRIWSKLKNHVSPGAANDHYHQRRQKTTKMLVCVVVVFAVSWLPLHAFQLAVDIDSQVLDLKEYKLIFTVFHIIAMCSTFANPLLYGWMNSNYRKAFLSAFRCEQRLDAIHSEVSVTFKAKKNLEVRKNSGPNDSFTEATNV
E-sel TNF inh: blocks E-selectin expression induced by TNF alpha; HUVEC TNFa-induced E-selectin immunofluorescence, high content; 120,000 compounds, 0.71% hits; inhibition, % at 2 µM;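 active = inhibition above the batch mean plus 3 SD, and confirmed as a hit on visual image review, cut at about 43% in these data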;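 also: 0% = TNF-stimulated DMSO wells and 100% = unstimulated control wells; not every result past the cut was called active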
Measles CPE: protection of cells from measles virus; Measles virus-infected cells, CPE protection, absorbance; protection (pct of control), % at 4 µM; 140,000 compounds, 1.5% hits; in the data active = protection mostly above about 24%, no sharp cut-off; inactive = mostly below about 26%; also: some compounds called inactive have numbers as strong as hits
GALR2 antag: blocks the human galanin receptor 2; 140,000 compounds, 0.39% hits; O43603; GALR2-expressing cells, antagonist mode; AID 828; inhibition, % at 4 µM; in the data active = inhibition above about 27%;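 also: cells stimulated with galanin 1-16 at roughly its EC80; 0% = agonist challenge control and 100% = basal control without agonist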
Target sequence (O43603 whole entry, looked up): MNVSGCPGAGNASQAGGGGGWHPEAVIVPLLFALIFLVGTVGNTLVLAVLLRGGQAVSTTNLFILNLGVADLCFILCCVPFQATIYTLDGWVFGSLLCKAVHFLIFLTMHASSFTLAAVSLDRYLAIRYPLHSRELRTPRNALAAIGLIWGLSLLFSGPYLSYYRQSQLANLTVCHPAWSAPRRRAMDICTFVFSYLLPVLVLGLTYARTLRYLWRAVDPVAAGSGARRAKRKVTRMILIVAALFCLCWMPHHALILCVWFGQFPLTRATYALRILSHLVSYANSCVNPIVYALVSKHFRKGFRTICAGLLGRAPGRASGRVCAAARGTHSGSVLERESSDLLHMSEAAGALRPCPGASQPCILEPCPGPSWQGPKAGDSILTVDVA
MRP-1 activ: activates MRP-1. viability increase, % at 10 µM. H69AR cells + doxorubicin, viability rescue, CellTiter-Glo. 140,000 compounds, 0.61% hits;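 active = viability gain under doxorubicin at or above a set limit, the compound median plus 3 SD, cut at about 4.7% in these data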;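 also: MRP-1 overexpressing cells given doxorubicin 25 µM after compound pretreatment; 18-22 h compound pretreatment then 72 h with doxorubicin before readout; 0% = doxorubicin-only wells and 100% = vehicle-treated cells without doxorubicin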
Yeast lifespan up: yeast lifespan extension; 130,000 compounds, 0.68% hits; inhibition of the nicotinamide effect, % at 10 µM; S. cerevisiae growth with nicotinamide, OD615; deaD strain in restrictive glucose medium;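 active = inhibition above a set limit, placed 3 SD over the median of all compounds, cut at about 26% in these data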;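 also: 0% = nicotinamide-treated wells and 100% = cells grown without nicotinamide; some compounds called inactive have numbers as strong as hits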
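assay system = DeaD-strain S. cerevisiae | buffer or medium = restrictive glucose medium | reagent = 1.5 mM nicotinamide | compound = 10 µM single point, 0.25% DMSO | incubation = 48 h compound exposure at 30 °C, humidified | signal = OD615 measurement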
* hit, by the source's call; · = not tested or not shown; & = joins results of further samples.

SMILES	Yeast growth inh	HCT116 bCat-KO	Phagocytosis inh	HCT116 PTEN-null	NPY Y2 blocker	E-sel TNF inh	Measles CPE	GALR2 antag	MRP-1 activ	Yeast lifespan up
CCCCC(=O)Nc1ccc2c3c(cccc13)C(=O)N2CC	-24	76	·	66	0	·	14	9	-0.9	-9
CC(=O)c1cccc(Nc2nc(=O)c3cccnc3s2)c1	-44	115	0	113	4	0	7	-4	-1.0	-3
Cc1cccc(NC(=O)c2oc(=O)c3ccccc3c2-c2ccccc2)c1C	-7	42	·	46	8	-13	17	-4	-2.4	-5
C=CCN=c1scc(-c2ccccc2)n1/N=C/c1ccccn1	5	57	-8	37	7	22	50*	-8	0.9	-5
COc1ccccc1C(=O)Nc1ccc(CN2CCCCC2)cc1	-39	78	·	84	1	7	3	17	-1.0	-17
O=C(Nc1ccccc1N1CCN(C(=O)c2ccc(Cl)cc2)CC1)c1ccc(Br)cc1	-68	81	-1	88	3	6	4	-13	-1.9	-1
COc1cc2c(cc1NC(=O)C(C)N1CCN(S(=O)(=O)c3ccc(C)c(C)c3)CC1)oc1ccccc12 (stereo unspecified)	-92	92	0	96	5	8	8	18	-0.2	-3
COC(=O)C1=C(O)C(C(=O)OC)C(c2ccc(C)cc2)C(C#N)(C#N)C1c1ccc(C)cc1 (stereo unspecified)	-35	21	·	18	2	-20	6	8	-8.0	·
Cc1ccc(S(=O)(=O)NNC(=O)NC23CC4CC(CC(C4)C2)C3)cc1	-34	80	-4	98	-1	·	8	-3	-2.7	4
O=C(Nc1ccc(S(=O)(=O)N2CCN(Cc3ccccc3)CC2)cc1)c1cnccn1	-26	20	-1	41	-1	-30	7	-5	1.9	11
Cc1c(NC(=O)C(C)c2ccc(CC(C)C)cc2)c(=O)n(-c2ccccc2)n1C (stereo unspecified)	-37	93	-1	90	1	-23	3	-24	-3.1	-8
O=C(NCCCN1CCCC1)c1ccc(CS(=O)(=O)c2ccc(Br)cc2)o1	-7	80	0	92	2	·	6	-4	-0.4	-6
CCC1(C)Cc2ccccc2C(Nc2c(C)n(C)n(-c3ccccc3)c2=O)=N1 (stereo unspecified)	-59	92	0	84	2	59	4	-12	0.5	1
O=C(O)CCN1CCOCC1	2	87	-3	104	-3	-34	7	-6	-1.6	-7
CCn1nc(NC(=O)c2ccco2)c2cc3ccccc3nc21	-20	89	0	91	4	23	24	-3	1.9	-28
CCC(=O)N1CCc2cc(S(=O)(=O)CCC(=O)Nc3nc(C)cs3)ccc21	-22	60	·	59	3	9	32	-6	-4.7	-6
CCOC(=O)c1cc(-c2ccccc2)sc1NC(=O)C(C)OC(=O)c1cccc(S(=O)(=O)N(C)C)c1 (stereo unspecified)	-15	94	2	87	1	17	17	3	2.1	7
CS(=O)(=O)N(CC(=O)N1CCCC1)Cc1ccc(Cl)cc1	-38	92	1	93	0	-1	4	6	0.1	11
CS(=O)(=O)c1ccc(Cl)c(S(=O)(=O)NCc2ccccc2)c1	-27	93	-2	89	7	-6	3	-9	-2.9	-2
COC(=O)c1ccc(NC(=O)CNCc2ccncc2)cc1	-48	89	-5	106	2	·	12	-3	-0.5	1
COc1cccc(C(=O)Nc2cccc(NC(C)=O)c2)c1	-58	78	0	75	3	·	7	-6	-2.8	5
O=C(NCC1CCCO1)[C@@H]1CSC2c3ccccc3C(=O)N21 (stereo partly specified)	-72	103	4	116	-4	·	17	-3	0.2	-3
O=C(C1CCCN(S(=O)(=O)c2cccc3nsnc23)C1)N1CCc2ccccc2C1 (stereo unspecified)	-41	74	-4	90	-1	14	4	2	-1.9	-14
O=C(COc1ccc2ccccc2c1)NNC(=O)[C@@H]1CCCC[C@@H]1C(=O)O	-35	99	-1	101	3	-6	12	7	-0.6	-7
CCSc1nnc(NC(=O)C2CCN(S(=O)(=O)c3cc(C(F)(F)F)ccc3Cl)CC2)s1	-44	73	-4	78	-1	1	10	10	-2.6	4

Remaining list, next part.
SMILES	Yeast growth inh	HCT116 bCat-KO	Phagocytosis inh	HCT116 PTEN-null	NPY Y2 blocker	E-sel TNF inh	Measles CPE	GALR2 antag	MRP-1 activ	Yeast lifespan up
Cc1ccc(/C=C/C(=O)NCc2cccs2)cc1	-8	94	5	100	5	·	7	1	-1.6	-4
COc1cccc(NC(=O)Nc2nnc(-c3ccccc3SCc3ccccc3)s2)c1	-41	32	0	30	2	27	25	-3	-2.2	-4
O=C(c1nc2nc(-c3ccccc3)cc(C(F)(F)F)n2n1)N1CCOCC1	-49	89	0	95	1	·	4	-1	-1.9	-4
COc1ccc(CCNC(=O)Cc2cc(=O)[nH]c(=O)[nH]2)cc1OC	9	90	0	90	2	11	3	2	-0.8	-4
Cc1ccc(CNC(=O)CSc2nc3ccccc3c(=O)n2CCCO)cc1	-24	110	0	98	5	-20	19	15	-3.0	-26
CCO/C=C1\C(=O)N(c2ccccc2)C(=O)c2ccccc21	-46	108	1	93	0	-15	3	-4	0.1	-13
O=C(CC1CCCC1)OCn1nnc2ccccc2c1=O	-11	99	1	94	2	·	12	0	-0.5	2
Cc1cc(NC(=O)CSc2nnc(C)c(=O)[nH]2)no1	-20	93	0	80	·	·	7	·	-1.1	-8
COc1cccc(CNC(=O)C2CCN(S(=O)(=O)c3c(C)nn(C)c3C)CC2)c1	-2	100	0	95	1	0	4	-1	0.3	-4
O=c1[nH]c(N2CCOCC2)nc2ncn(Cc3ccccc3)c12	-30	104	-5	97	0	18	20	5	-2.1	-6
O=C(N/N=C/c1ccc(O)c(O)c1O)/C(=C/c1ccc([N+](=O)[O-])cc1)NC(=O)c1ccccc1	9	11	-2	55	-2	-29	3	9	-0.1	-10
C=CCNc1nc(NCCN2CCOCC2)nc(OC)n1	-3	91	0	98&109	2	5	5	-2	-0.6	-10
CCOC(=O)c1ccc2c(c1)n(CC)c(/C=C/Nc1ccccc1)[n+]2CC	-21	65	·	59	4	·	8	6	-3.2	-1
COc1ccc2nc3oc(C(=O)N4CCN(c5cccc(C(F)(F)F)c5)CC4)cc3cc2c1	-36	80	-3	66	-1	·	15	7	0.8	0
CCc1ccc(OCC(=O)N/N=C/c2ccc(OS(=O)(=O)c3ccc(C)cc3)c(OC)c2)cc1	-42	63	-4	61	1	-19	4	-21	-5.3	-1
CCN(CC)c1ccc(C(=O)N/N=C(\C)c2ccc(O)cc2)cc1	-33	70	6	77	2	·	5	30*	-3.2	0
COc1cc(NS(=O)(=O)c2ccc(Nc3nc(-c4ccccc4)cs3)cc2)nc(OC)n1	-33	101	-11	105	0	·	10	-2	2.0	3
COc1ccc(CCn2c(=O)[nH]c3cc(C(=O)NCCc4ccccc4)ccc3c2=O)cc1OC	-72	110	4	119	0	-36	32	-3	0.6	-4
Cc1ccc(/C=C/C2=NN(Cc3ccccc3)C(=O)CC2)cc1	-21	105	0	92	10	·	30	-8	0.4	-13
COC(=O)c1ccccc1NC(=O)CS(=O)(=O)Cc1nc(-c2ccc(C)cc2)oc1C	6	87	2	86	8	-21	20	8	-0.6	-7
CC(C)(C)SCCNC(=O)c1ccc(NS(C)(=O)=O)cc1	11	95	1	93	3	-6	6	-1	-2.2	2
CCOC(=O)c1oc2ccc(CNC3CCCCC3)c(Cl)c2c1C	-27	46	·	59	6	-10	4	10	-3.3	·
COc1ccc(CNC(=O)c2cc(-n3cnnc3)ccc2Cl)cc1	-34	88	-1	99	0	24	5	-3	-2.2	-6
COc1cc(SC)ccc1C(=O)NCc1ccccc1	15	92	-1	105	4	·	6	-6	0.0	-8
COc1ccccc1N1CCN(C(=O)c2cc(-c3ccc(C)cc3)on2)CC1	-52	85	1	87	6	17	31	-4	3.1	-17

(cont.)
SMILES	Yeast growth inh	HCT116 bCat-KO	Phagocytosis inh	HCT116 PTEN-null	NPY Y2 blocker	E-sel TNF inh	Measles CPE	GALR2 antag	MRP-1 activ	Yeast lifespan up
CC(=O)c1cccc(NC(=O)Nc2cnn(Cc3ccc(Cl)cc3Cl)c2)c1	-34	59	0	67	3	14	3	2	0.8	-7
Cc1ccc(C)c(S(=O)(=O)NCCCn2ccnc2)c1	-18	81	-5	104	3	·	23	8	-2.4	14
CSc1nnc(-c2nnc(SC)n2-c2ccccc2)n1-c1ccccc1	-59	84	1	96	1	7	3	-12	-1.1	-6
Cc1nc(SCC(=O)NC(C)(C#N)C2CC2)c2c(-c3cccs3)csc2n1 (stereo unspecified)	-55	75	-6	62	6	-1	12	-2	-1.6	0
COCCNc1ccnc2c(Cl)cccc12	-31	88	-2	89	1	2	3	-3	-1.8	9
Cc1nn(CCc2nn[nH]n2)c2nc(C(F)(F)F)cc(C(F)(F)F)c12	-19	99	4	99	9	-11	6	-13	-0.1	-22
O=C(C1CCN(S(=O)(=O)c2cccc3nsnc23)CC1)N1CCc2ccccc21	-37	59	·	59	2	·	4	-5	-1.6	-22
COc1ccc2c(c1)-c1nc(/N=C/c3c(O)ccc4ccccc34)sc1CC2	-55	74	-8	79	1	·	11	-6	-3.1	30*
COc1ccc(CCC(=O)NCc2ccco2)cc1	-17	85	0	79	1	-25	2	-10	-0.1	-11
N#Cc1ccc(-c2ccc(F)cc2)nc1Sc1ccccc1	-47	91	2	92	4	-12	6	-14	-3.1	-10
Cc1nc2cc(NC(=O)N3CCC(c4ccccc4)C3)ccc2n1C (stereo unspecified)	-20	88	2	88	-1	-13	15	13	-1.3	11
C/C(=N\OCC(=O)Nc1c(C)cc(C)cc1C)c1ccc2c(c1)OCCO2	0	78	-10	84	5	·	27	-8	-2.2	7
COc1cccc(-c2nnc(-c3ccco3)o2)c1	-23	94	-4	96	1	11	3	-1	-1.5	-7
c1ccc(-c2nn3nnnc3c3ccccc23)cc1	32	112	0	100	-3	15	3	-3	0.6	-18
O=S(=O)(c1ccc(Oc2ccccc2)cc1)N1CCOCC1	-37	102	-3	90	6	-4	13	10	-1.5	-7
CCOc1ccc(/C=C/C(=O)Nc2ccc(C(N)=O)cc2)cc1OC	-42	100	·	97	8	·	30	2	1.1	-3
O=c1[nH]c(=O)n(Cc2ccco2)c2c1C(C(F)(F)F)(C(F)(F)F)N=C(Cc1ccccc1)N2	-11	65	·	52	4	15	2	11	-3.2	-2
COc1ccc(S(=O)(=O)Nc2cc(C)c(O)cc2C(C)C)cc1	-17	77	-1	78	2	-26	8	8	-3.5	-10
COc1ccccc1-c1cc(C(=O)NC(C)c2ccccc2)no1 (stereo unspecified)	-24	87	-1	89	4	10	12	10	5.1*	-9
CCOC(=O)c1sc(NC(=O)c2c(C)nn(Cc3ccccc3)c2C)cc1C	-33	19	0	6	0	2	6	-11	-3.8	-15
CCCCOC(=O)c1ccc(NC(=O)COC(=O)CSc2nc(C)cc(C)n2)cc1	-32	95	-3	96	2	36	17	-1	-2.6	-6
COc1ccnc(N=CNOCc2ccc(C)cc2)c1C#N	-15	91	-1	102	3	1	22	2	0.9	-4
CCCCN(C)Cc1c(O)ccc2c(-c3ccccc3)cc(=O)oc12	-11	94	·	97	6	11	3	-1	-0.7	-10
